Screening results (PubChem BioAssay)
mHTT-CaM PPI inh: mHTT-calmodulin interaction abrogation. P42858. AlphaScreen His-mHTT/GST-CaM binding, luminescence. inhibition, % at 15 µM. 3.6% of 190,000 active. AID 1671202;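 note: 0% = both proteins with DMSO and 100% = one protein alone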
Pf apPOL block: Pf-apPOL DNA polymerase inhibition; Recombinant Pf-apPOL, molecular beacon fluorescence, 1.5 h; inhibition, % at 10 µM; 0.25% of 210,000 active; AID 1794808
An asterisk follows results filed as active; · = no result given; & = joins results of further samples. Cut-off read from the data, not from the text of the source: active = inhibition above about 50%; inactive = the rest. Only part of the results is shown (hit frequency here may not be typical).

SMILES	mHTT-CaM PPI inh	Pf apPOL block
COC(=O)C1CN(Cc2ccc(Cl)cc2)CCS(=O)(=O)N1Cc1cn(Cc2ccccc2)nn1 (configuration not stated)	13	-5
CC12C=CC(O1)C1C(=O)N(c3ccc(F)cc3)C(=O)C12 (configuration not stated)	-1	6
CCc1ccccc1NC(=O)c1ccc(OC)cc1	-7	0
COc1ccc(C(=O)N2CCCC2COc2ccc(C(=O)N3CCOCC3)cc2)c(C)c1 (configuration not stated)	7	-2
O=C(C[n+]1ccccc1)c1c(F)cccc1F	·	6
CC(=O)n1c2ccccc2c2nc3ccc([N+](=O)[O-])cc3cc21	0	-12
COc1ccc(N2CCN(C(=O)CSCc3ccc([N+](=O)[O-])cc3)CC2)cc1	2	-2
Cc1cc(C)n(S(=O)(=O)c2ccc(Cl)cc2)n1	31	-35
CC(=O)Nc1c2c(nn1-c1ccc([N+](=O)[O-])cc1)CSC2	5	-5
O=S(=O)(Cc1ccccc1)N1CCC(n2c(-c3cccs3)nc3cccnc32)C1 (configuration not stated)	1	-2
O=C(CSc1n[nH]c(-c2ccco2)n1)c1ccc(O)c(O)c1	3&1	0&-16
O=C(Nc1ccc([N+](=O)[O-])cn1)C1CC1	-2	2
Fc1ccc(F)c(Cn2cccc2-c2nc(-c3ccncc3)no2)c1	-1	-6
COC(=O)C1CN(Cc2cn(CCC3OCCO3)nn2)CCS(=O)(=O)N1Cc1ccccc1 (configuration not stated)	1	2
CC1(C)CC(C(CCN)c2ccc(F)cc2)CCO1 (configuration not stated)	9	1
Cc1cc(S(=O)(=O)Nc2ccccn2)c(C)cc1Br	-4	-3
CC(C)c1ccc(C(=O)N2CCc3c(c(-c4nc(C5CC5)no4)nn3C)C2)cc1	24	-3
COc1ccc(NC(=O)CCCn2c(=O)c3sccc3n(CC(N)=O)c2=O)cc1	0	0
Cc1ccc(S(=O)(=O)NC(=O)NCc2cccc(Oc3ccccc3)c2)cc1	5	2
Brc1ccc(NCn2cnc3ccccc32)cc1	0	·
CC(=O)Nc1ccc(C(=O)Nc2ccccc2)c(NC(C)=O)c1	2	-3
Nc1ccc2occc(=O)c2c1	6&1	-6&-5
O=c1[nH]c2ccc(S(=O)(=O)Nc3ccccc3F)cc2[nH]c1=O	-6	-5
c1cc(-c2noc(C3CCCCC3)n2)ccn1	-5	5
CC1C(=O)N(Cc2cn(CCC3OCCO3)nn2)CCS(=O)(=O)N1Cc1ccc(-c2ccc(F)nc2)cc1 (configuration not stated)	12	-12
c1ccc2c3c([nH]c2c1)CCSC3	32	7
Cc1cc(OC(=O)CC(C)(C)C)c([N+](=O)[O-])c(=O)[nH]1	-1	2
COCCN=C1Nc2ccccc2CNC12CCN(C(=O)Cc1cccs1)C2 (configuration not stated)	49	21
CC(=O)N1c2ccc(S(=O)(=O)Nc3ccc(C)c(F)c3)cc2CC1C (configuration not stated)	16	1
CCC(=O)N1CCc2cc(N3CC(C(=O)NCc4cc(F)cc(F)c4)CC3=O)ccc21 (configuration not stated)	-1	-2

The final three records of the section before are carried over, then new ones follow.
SMILES	mHTT-CaM PPI inh	Pf apPOL block
COCCN=C1Nc2ccccc2CNC12CCN(C(=O)Cc1cccs1)C2 (configuration not stated)	49	21
CC(=O)N1c2ccc(S(=O)(=O)Nc3ccc(C)c(F)c3)cc2CC1C (configuration not stated)	16	1
CCC(=O)N1CCc2cc(N3CC(C(=O)NCc4cc(F)cc(F)c4)CC3=O)ccc21 (configuration not stated)	-1	-2
O=C1OC(c2ccc(Cl)c(Cl)c2)=N/C1=C\c1ccc([N+](=O)[O-])cc1	4	3
COc1ccc(NC(=O)CN2C(=O)C(c3ccc(F)cc3)=NC23CCCCC3)c(OC)c1	17	-6
CC1(C)CC(=O)C2=C(C1)Nc1ccccc1NC2c1cccc(I)c1 (configuration not stated)	20	-2
COc1ccc(NC(=O)CN2CCN(C3c4ccccc4-c4ccccc43)CC2)cc1	55*	2
CCN(CC)c1ncc2c(n1)CCC(C(=O)Nc1ccc(OC)cc1OC)C2 (configuration not stated)	31	-4
Cc1ccc(-n2nc3c(c2NC(=O)c2cccc(C(F)(F)F)c2)CSC3)cc1	1	3
COc1ccc(C(=O)Nc2nc3c(s2)CN(S(=O)(=O)c2ccc(C)cc2)CC3)cc1	6	-2
Cc1ccc(OCCSc2nc3ccccc3n2C)cc1	-87	-1
O=C(Cc1csc(-n2cccc2)n1)N1CCN(c2ccccn2)CC1	-8	-6
O=C(Cn1cnc2c(-c3ccc(F)cc3)csc2c1=O)Nc1ccc(F)cc1	-5	-5
Cc1cc(Br)cc(C)c1NC(=O)COc1ccc(Cl)cc1	-4	-4
COc1cc(OC)c(OC)cc1CN1CCN(c2ccc(F)cc2)CC1	2	-8
N#CC1=C(N)Oc2c([nH]c(=O)[nH]c2=O)C1c1cccc([N+](=O)[O-])c1 (configuration not stated)	-5	-6
CC(C)c1ccc(C2C(C(=O)c3ccco3)=C(O)C(=O)N2c2ccccn2)cc1 (configuration not stated)	-1	-6
CCN(CC)S(=O)(=O)c1ccc2[nH]c3nc(SCC(=O)N4CCCCCC4)nnc3c2c1	15	-1
COc1cccc(/C=c2\sc3nc(=O)c(C)nn3c2=O)c1OC	11	7
CC(C)(C)CNC(C#N)=C(N)C#N	·	13
Cc1ccc(N2C(=O)CSC2c2cccs2)cc1Cl (configuration not stated)	-7	-10
CN(C)c1ccc(/C=C2/N=C(c3ccc(Br)cc3)OC2=O)cc1	2	1
O=C(Nc1ccc(F)cc1)N1CCC(N2CCN(Cc3ccccc3)C2=O)CC1	-4	-3
CC(C)NC(=O)c1ccc(OCC2CCN(C(=O)c3cc(F)ccc3Cl)CC2)cc1	10	-1
COc1cccc(C2C(=C(O)c3ccc4c(c3)OCO4)C(=O)C(=O)N2CCN(C)C)c1OC (configuration not stated)	-7	1
N#CC1=C(N)OC2=C(C(=O)CC(c3ccccc3)C2)C1c1ccccc1F (configuration not stated)	14	-9
CC(=O)Nc1ccc(S(=O)(=O)Nc2nccc(C3Cc4ccccc4C(=O)O3)n2)cc1 (configuration not stated)	4	-6
Cc1sc(NC(=O)C(C)Oc2cccc(Cl)c2)c(C(N)=O)c1C (configuration not stated)	6	-11
Cc1nc2ccccc2n1C(=O)CCC(=O)O	-2	-7
O=S(=O)(NCc1ccc(Cl)c(Cl)c1)c1ccccc1	-14	-3
Cc1ccc(-n2c(=O)[nH]c3sc(-c4ccccc4)cc3c2=O)cc1	·	-1
NNC(=O)c1ccc(Oc2cccc(C(F)(F)F)c2)nc1	·	-13
O=C1C(=Cc2cccc(Cl)c2)Oc2c1ccc1c2CN(C2CCS(=O)(=O)C2)CO1 (configuration not stated)	29	-7
Clc1ccc(-c2nc(N3CCOCC3)c3ccccc3n2)cc1	-12	2
Cc1ccnc(N2CCC(C(=O)NCCCN3CCC(Cc4ccccc4)CC3)CC2)n1	11	0
Cc1ccc(N2NC(=O)/C(=C\c3ccc(OCc4ccccc4)cc3)C2=O)cc1Cl	-7	-4
CCN(CC)C(=O)CSc1nnc(-c2ccc(Br)cc2)o1	-5	-9
O=c1c2c(nc3cc(-c4ccccc4Cl)[nH]n13)CN(S(=O)(=O)c1cccnc1)CC2	18	3
O=C(c1cccc(F)c1)N1CCC(c2ccncc2)CC1	-7	-2
O=c1c2ccccc2ncn1-c1ccc2c(c1)OCCO2	0	5
CCOc1ccccc1NC(=O)c1ccc(C)c(Cl)c1	-3	-2
O=C1CSC(=CC(=O)c2cccs2)N1	·	1
N=c1c(C(=O)NCc2cccnc2)cc2c(=O)n3ccccc3nc2n1C1CCCCC1	-1	1
O=C(NCc1cccnc1)c1ccc2c(c1)nc1n2CCCCC1	-1	-2
Nc1nc(O)c(C2=c3cc(Br)ccc3=NC2=O)s1	23	-2
Cc1ccc(-c2c(C(=O)Nc3ccc(N4CCOCC4)c(Cl)c3)oc(=O)c3ccccc23)cc1	6	-3
COc1cccc(C(=O)COc2ccccc2Cl)c1	-72	-1
Cc1cccc2c(=O)oc(-c3cccc(F)c3)nc12	-4	3
COCCNC(=O)c1cn2c(n1)CCCC2	5	-2
CC1=NN(c2ccccc2)C(=O)/C1=C/N(O)c1ccccc1	22	-4
O=C(Nc1ccccc1Cl)c1ccc(NC(=O)C2COc3ccccc3O2)cc1 (configuration not stated)	-3	-10
O=C(c1ccco1)N1CCN=C1SCc1ccccc1	-6	0
O=S(=O)(Nc1ccc(Cl)cn1)c1ccc(I)cc1	3	-2
CC(C)N1N=C(C(=O)N2CCCCCC2)S(=O)(=O)c2ccccc21	-7	-2
Cc1ccc(OCCCC(=O)Nc2cccc([N+](=O)[O-])c2)cc1	0	-7
O=C(NCc1ccccc1Cl)C1CCCN(c2cnc3nccnc3c2)C1 (configuration not stated)	-5	0
CCCOC(=O)c1ccc(NC(=O)C2CC(=O)N(c3ccccc3)C2)cc1 (configuration not stated)	31	-4
Cc1cc(C)c(NC(=O)C(=O)NCCc2ccccc2)c(C)c1	3	26
Cc1ccc(S(=O)(=O)C2(C(=O)NC3CCCCCC3)CC2)cc1	-9	7
CCCCOc1ccccc1/C=c1\sc2nc(-c3cccnc3)nn2c1=O	32	-6
COc1ccc(-c2noc(-c3ccc(NCc4ccccc4C)nc3)n2)cc1	-6	5
O=C(Nc1cc([N+](=O)[O-])ccc1Cl)NC1(C(F)(F)F)Oc2ccccc2O1	5	5
Cn1cnnc1SCc1ccc(Cl)cc1Cl	-13	-10

Exported field by field: entries from further up
COc1ccc(-c2noc(-c3ccc(NCc4ccccc4C)nc3)n2)cc1
  mHTT-CaM PPI inh: -6; Pf apPOL block: 5
CCCOC(=O)c1ccc(NC(=O)C2CC(=O)N(c3ccccc3)C2)cc1 (configuration not stated)
  mHTT-CaM PPI inh: 31; Pf apPOL block: -4

Later entries.
SMILES	mHTT-CaM PPI inh	Pf apPOL block
COc1ccccc1N(CC(O)COc1ccc(C)cc1)S(=O)(=O)c1ccccc1 (configuration not stated)	52*	0
COc1ccc(S(=O)(=O)N2CCC(Oc3ccc4c(c3)OCO4)CC2)cc1OC	-1	-9
O=C(C1CCCN(c2cn[nH]c(=O)c2)C1)N1CCCCCC1 (configuration not stated)	-4	-1
CCN(CC)C(=O)CC[C@H]1CC[C@]2(CCCN(S(C)(=O)=O)C2)O1	3	-1
Nc1ccc2oc(-c3ccccc3)cc(=O)c2c1	-2	-14
Brc1ccc(C=Nc2ccc3cc4ccc(N=Cc5ccc(Br)cc5)cc4nc3c2)cc1	2	·
CC(CCO)Nc1nc2c(c(=O)n(C)c(=O)n2C)n1Cc1ccc(Cl)c(Cl)c1 (configuration not stated)	8	-14
COc1nn(C)cc1C(=O)N1CCCC(C(=O)NCCC2=CCCCC2)C1 (configuration not stated)	-10	-3
CC(C)CCNC(=O)c1cn(C)c(=O)c2c1c1ccccc1n2C	2	-5
CCCn1cc(SCC(=O)Nc2ccc3c(c2)OCCO3)c2ccccc21	15	-6
O=C(c1ccc(OCC2CCN(C(=O)c3ccccc3Cl)CC2)cc1)N1CCOCC1	6	2
C#CCSc1ccccc1C(=O)O	-7	-4
c1ccc(-c2n[nH]c(C3CCN(Cc4ccc[nH]4)CC3)n2)cc1	18	1
CNC(=S)N1CCN(c2ncccn2)CC1	0	·
CCOC(=O)NC1CC(=O)N(C2CC2)C1 (configuration not stated)	-14	-4

Molecules from the list above containing an aryl thioether with sulfur outside any ring:
SMILES	mHTT-CaM PPI inh	Pf apPOL block
O=C(CSc1n[nH]c(-c2ccco2)n1)c1ccc(O)c(O)c1	3&1	0&-16
Cc1ccc(OCCSc2nc3ccccc3n2C)cc1	-87	-1
CCN(CC)S(=O)(=O)c1ccc2[nH]c3nc(SCC(=O)N4CCCCCC4)nnc3c2c1	15	-1
CCN(CC)C(=O)CSc1nnc(-c2ccc(Br)cc2)o1	-5	-9
Cn1cnnc1SCc1ccc(Cl)cc1Cl	-13	-10
CCCn1cc(SCC(=O)Nc2ccc3c(c2)OCCO3)c2ccccc21	15	-6
C#CCSc1ccccc1C(=O)O	-7	-4

Rewritten as comma-separated lines: entries from further up.
SMILES,mHTT-CaM PPI inh,Pf apPOL block
CC(C)CCNC(=O)c1cn(C)c(=O)c2c1c1ccccc1n2C,2,-5
CNC(=S)N1CCN(c2ncccn2)CC1,0,·
CCOC(=O)NC1CC(=O)N(C2CC2)C1 (configuration not stated),-14,-4

The listing continues.
SMILES	mHTT-CaM PPI inh	Pf apPOL block
O=[N+]([O-])c1cc(C=Nc2c(-c3ccco3)nc3ccccn23)ccc1Cl	33	0
CC(C)C1=CC23CCC4C(C)(C(=O)O)CCCC4(C)C2CC1C1C(=O)N(CCO)C(=O)C13 (configuration not stated)	12	0
NS(=O)(=O)c1ccc(Br)s1	·	-12
O=C(c1ccc(Cl)cc1)n1nnc2ccccc21	11&-5	-1&2
Cn1cnnc1SCc1c(Cl)cccc1Cl	-3	-2
CCOc1ccc(NC(=O)/C(=C2\Nc3ccc([N+](=O)[O-])cc3N2)[N+](=O)[O-])cc1	18	18
CC1CCN(c2ncc3c(n2)CCC(C(=O)Nc2ccc(N4CCOCC4)cc2)C3)CC1 (configuration not stated)	7	-2
COc1ccc(N2CC(C(=O)O)CC2=O)cc1Cl (configuration not stated)	-5	-4
Fc1ccc2nc(CN3CCSCC3)cn2c1	-12	-3
N#CCCS(=O)(=O)c1ccc(-c2ccc(S(=O)(=O)CCC#N)cc2)cc1	-5	-14
Cc1ccc(-n2ncc3c(=O)[nH]c(SCC(=O)Nc4cccc(C)c4C)nc32)cc1	3	-2
FC(F)(F)c1cnc(N2CCN(Cc3c[nH]c4ccccc34)CC2)c(Cl)c1	·	-7
N#CC12c3ccccc3C(c3ccccc31)C1C(=O)N(Cc3ccccc3)C(=O)C12 (configuration not stated)	1	0
CC(=O)Nc1ccc(NC(=O)COc2ccc(Br)c(C)c2)cc1	9	-1
CN1CCN(C(=O)c2sc3cc(Cl)ccc3c2Cl)CC1	-1	-14
CC(NC(=O)C1CCN(c2nc3cccnc3s2)CC1)c1ccc2c(c1)OCCO2 (configuration not stated)	0	-5
O=C(NCc1ccco1)c1cc(Sc2ccc(Cl)cc2)nc2ccccc12	4	-4
CC(=O)n1ccc(C(=O)Nc2ccc(Cl)c(Cl)c2)n1	-3	-8
